TNF death inh: blocks TNF-alpha induced death of Jurkat FADD-/- cells. Jurkat FADD-/- TNF necroptosis rescue, ATP luminescence, 24 h; 0 = TNF only, 100 = no-TNF cells. activation (protection from cell death), % at 10 µM. 0.068% of 220,000 active. AID 463075;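 active means activation, meaning protection from cell death, of at least 50% relative to plate controls; inactive means activation below 50%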;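 further: necroptosis triggered by 40 ng/mL TNF-alpha added together with compound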
EBV gp42 block: inhibitors of Epstein-Barr virus glycoprotein 42; Fluorescence polarization binding assay, mP read-out; inhibition, % (tested at 21.74 µM); 0.42% of 220,000 active; in the data active means inhibition above about 50%
TRPN1 ag: agonists of zebrafish TRPN1 channel. activation, % at 3 µM. 0.18% of 220,000 active. HEK293 zebrafish TRPN1-YFP, Fluo-8 calcium fluorescence; 100% = response to 87 µM carbachol;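 active means activation above its plate's cutoff, the mean activation of test wells on that plate plus 3 SD, cut at about 19% in these data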;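 further: 0% = DMSO alone and 100% = 87 µM carbachol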
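Control set: carbachol 87 µM as high control, DMSO as low control; system: HEK293 stable line with zebrafish TRPN1-YFP; read-out: % activation versus carbachol response; detection: intracellular calcium fluorescence with Fluo-8; doses: single test compound dose, 3 µM nominal, 0.3% DMSO; schedule: dye 1 h 37 °C plus 30 min RT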
Mdm2 ligase inh: inhibitors of human Mdm2 E3 ubiquitin ligase | Q00987 | cell-based MDM2 ubiquitination luciferase reporter, 2 h; 0 = plate control, 100 = twice control, blank-subtracted | signal enhancement, % at 5 µM | 0.11% of 210,000 active | AID 1230;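 active means signal enhancement of 30% or more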;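 further: luminescence tracks abundance of the self-degrading MDM2-luciferase fusion protein; higher signal means inhibition of MDM2 E3 ligase activity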
Target sequence (Q00987 whole entry, looked up, the tested form may be a part): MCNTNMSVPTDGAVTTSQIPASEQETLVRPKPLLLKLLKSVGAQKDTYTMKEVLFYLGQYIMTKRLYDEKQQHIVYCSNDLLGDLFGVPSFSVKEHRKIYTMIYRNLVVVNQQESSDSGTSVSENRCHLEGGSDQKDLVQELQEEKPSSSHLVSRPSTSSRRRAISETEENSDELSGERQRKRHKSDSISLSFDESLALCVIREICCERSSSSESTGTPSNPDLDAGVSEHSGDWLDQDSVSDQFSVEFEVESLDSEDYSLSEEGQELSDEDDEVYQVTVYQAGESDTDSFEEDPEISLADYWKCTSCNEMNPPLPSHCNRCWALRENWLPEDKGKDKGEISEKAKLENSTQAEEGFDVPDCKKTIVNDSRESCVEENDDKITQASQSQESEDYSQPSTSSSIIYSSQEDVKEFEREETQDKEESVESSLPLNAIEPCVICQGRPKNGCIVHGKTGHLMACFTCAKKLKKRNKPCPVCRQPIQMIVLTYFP
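system = mammalian cells stably expressing self-ubiquitinating, self-degrading MDM2 E3–luciferase fusion | quantity = 2000 cells per well seeded | incubation = 4 h cell settling then 2 h compound exposure, 37 °C | signal = SteadyLite luminescence, 15 min reagent step | benchmarks = plate control and blank wells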
TRPML3 agonist: activates the human TRPML3 channel | Q8TDD5 | HEK293 TRPML3-YFP, Fluo-8 calcium fluorescence; 100% = the carbachol control signal | activation, % at 3 µM | 0.29% of 220,000 active;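 active means activation above its plate's cutoff, the mean activation of the plate's test wells plus 3 SD, cut at about 12% in these data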;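 further: 0% = DMSO only wells and 100% = carbachol wells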
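Test system: HEK293 cells stably carrying human TRPML3-YFP; Doses: single dose, 3 µM final nominal compound, 0.3% DMSO final; Schedule: dye loading 1 h 37 °C then 30 min ambient, 125 s read; Technique: Fluo-8 calcium fluorescence; Benchmarks: high control carbachol 87 µM, low control DMSO.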
CHOP inhibitor: blocks CHOP induction under ER stress | inhibition, % at 10 µM | CHO-K1 CHOP-promoter luciferase, tunicamycin-induced, 15-18 h | 3.8% of 220,000 active;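 active means compounds that reduced the stress-induced luciferase reporter signal by more than about 70% of percent inhibition, limit read from the data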;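 further: 0% = tunicamycin plus vehicle and 100% = wells without tunicamycin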
PPC-1+TRAIL kill: kills PPC-1 cancer cells in the presence of TRAIL; PPC-1 cells + TRAIL, ATPLite viability luminescence; cell killing (% activity), % at 4 µM; 0.41% of 220,000 active;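 active means cell killing above 50% in the first pass at 4 µM, then a duplicate retest at 5 µM averaging 50% or more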;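 further: plate controls were cells with TRAIL plus DMSO for no effect and medium-only wells lacking cells for full effect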
NCF1 inh: inhibitors of human p47phox binding | p47phox/p22phox peptide binding, fluorescence polarization, 2 h | inhibition, % at 24.7 µM | 0.53% of 220,000 active | AID 1274;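 active means inhibition above about 30%, limit read from the data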;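 further: 0% = p47phox with labelled peptide and 100% = labelled peptide alone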
Runt-SMMHC FRET: blocks binding of human RUNX1 Runt domain to CBFb-SMMHC | Q01196+Q13951 | Cerulean-Runt/Venus-CBFb-SMMHC FRET ratio 530/480, 1 h | inhibition, % at 20 µM | 0.74% of 220,000 active | AID 1434;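 active means mean inhibition across duplicate retests at 20 µM reaching about 50%, limit read from the data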;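 further: 0% = DMSO wells and 100% = wells with excess untagged CBFb-SMMHC; inhibitors lower the FRET ratio by blocking Runt binding to CBFb-SMMHC; some results filed as inactive read as strong as hits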
Target sequence (Q01196 whole entry, looked up, the tested form may be a part): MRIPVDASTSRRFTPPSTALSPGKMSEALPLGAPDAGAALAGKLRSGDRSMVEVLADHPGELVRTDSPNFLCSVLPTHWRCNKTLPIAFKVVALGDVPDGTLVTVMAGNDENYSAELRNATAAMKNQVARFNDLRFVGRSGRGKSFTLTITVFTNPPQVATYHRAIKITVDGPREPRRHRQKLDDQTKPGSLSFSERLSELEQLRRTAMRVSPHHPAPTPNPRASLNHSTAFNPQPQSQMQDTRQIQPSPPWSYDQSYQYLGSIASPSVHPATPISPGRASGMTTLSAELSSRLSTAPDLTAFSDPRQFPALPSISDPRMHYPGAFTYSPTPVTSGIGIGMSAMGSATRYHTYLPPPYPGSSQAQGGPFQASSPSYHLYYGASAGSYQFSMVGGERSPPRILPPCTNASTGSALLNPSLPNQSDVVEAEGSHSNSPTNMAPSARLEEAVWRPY
Target sequence (Q13951 whole entry, looked up, the tested form may be a part): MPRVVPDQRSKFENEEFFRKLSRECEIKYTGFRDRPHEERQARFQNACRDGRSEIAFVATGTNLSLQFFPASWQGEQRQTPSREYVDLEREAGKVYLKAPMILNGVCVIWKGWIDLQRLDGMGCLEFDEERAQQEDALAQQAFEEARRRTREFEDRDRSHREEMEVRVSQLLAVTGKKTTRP
Numbers without * were called inactive; . = no result given.

SMILES	TNF death inh	EBV gp42 block	TRPN1 ag	Mdm2 ligase inh	TRPML3 agonist	CHOP inhibitor	PPC-1+TRAIL kill	NCF1 inh	Runt-SMMHC FRET
Cc1c(-c2n[nH]c(=S)n2-c2ccc(Br)cc2)nnn1-c1ccc(Cl)cc1	0.3	5	0.8	-5	0.0	17	2	-3	15
Cn1c(=O)c2c(ncn2CCc2ccccc2)n(C)c1=O	-0.5	4	2.7	-22	0.6	12	5	2	-3
CCOC(=O)N1CCN(C(=O)CN(C)S(=O)(=O)c2ccc3c(c2)C(C)(C)C(=O)N3C)CC1	0.4	-5	-0.1	-6	-0.3	-3	23	-8	3
COc1ccc(-c2ccc(SCC(=O)NCc3ccco3)nn2)cc1OC	-1.9	-11	-1.5	-3	-0.7	-30	-16	-8	1
Cc1cccc(C)c1N1CCN(C(=O)Nc2ccc3c(c2)OCCO3)CC1	-5.0	-4	5.3	-9	0.8	53	18	-17	1
CS(=O)(=O)N(CC(=O)Nc1cccc(Cl)c1Cl)c1ccccc1	1.4	-23	-1.5	-18	0.2	-1	8	2	-3
CCCCNC(=O)Cn1c2c(c(-c3ccccc3Cl)cc1=O)CCC2	0.0	2	0.6	-17	-0.9	16	13	81*	-1
O=C1C2ON(c3ccccc3)C(c3ccncc3)C2C(=O)N1c1ccc(N2CCOCC2)cc1 (centres undefined)	0.5	2	2.9	-7	0.4	9	7	-5	2
CCN(CC)CCN1C(=O)c2ccccc2NC1c1ccc(Br)cc1 (centres undefined)	3.5	-9	2.0	-2	1.1	10	20	-15	0
CCOCC(O)CNc1ccccc1 (centres undefined)	1.9	5	0.7	-4	0.9	-11	-6	-12	-5
O=C(CCC1CCCN(C(=O)Cn2cnnn2)C1)NCc1ccccc1F (centres undefined)	0.5	0	-0.7	-47	0.5	-9	5	2	-2
CN(Cc1ncc[nH]1)C(=O)c1cc(COc2c(F)cccc2F)on1	0.3	-3	0.0	-4	0.6	19	6	-1	0
CC(C)(C)NC(=O)/C(=C/c1ccccc1F)NC(=O)c1ccc([N+](=O)[O-])cc1	1.3	-4	-0.1	-11	1.1	15	7	-11	3
Cc1cc(NC(=O)C2CC(=O)OC2c2ccccc2)no1 (centres undefined)	-0.3	-24	0.6	-2	0.7	34	19	-7	-9
Cc1cc(NC(=O)CSc2nnc3c(C)cc4ccccc4n23)no1	-12	-8	1.4	-19	0.7	5	-2	2	0
O=c1nc(-c2ccccc2)n(-c2ccccc2)c2ncccc12	-1.0	-17	0.2	11	1.1	-14	1	-5	-5
COc1ccc(N2CC(C(=O)Nc3ccc(S(=O)(=O)Nc4nccs4)cc3)CC2=O)cc1 (centres undefined)	1.0	-9	2.2	-3	0.4	-1	17	-8	-6
O=C1NC2(CCCc3ccccc32)C(=O)N1CCOc1ccc(Br)cc1 (centres undefined)	0.7	-10	2.9	-6	0.8	18	-15	-3	1
c1ccc2[nH]c(NCc3ccc4c(c3)OCO4)nc2c1	-1.2	7	-0.1	-36	0.2	30	49	-5	-1
O=C(Nc1ccc(F)cc1F)N1CCCN(c2ccc([N+](=O)[O-])cn2)CC1	-1.8	-2	2.4	-2	2.2	4	25	-5	-4
Cc1ccc(C)c(NC(=O)C(Sc2nncn2C)c2ccccc2)c1 (centres undefined)	-2.3	-8	0.0	-13	0.2	44	1	-14	-19
CCc1ccc(CN2CCC(CO)(CC3CCCCO3)CC2)o1 (centres undefined)	2.5	-12	-0.5	-4	0.7	-2	4	-8	-3
CCOC(=O)c1ccc(NC(=O)COC)cc1	-1.8	-9	1.0	12	1.2	41	4	-8	3
COc1ccc(-c2nc(C#N)c(NCC3CCCO3)o2)cc1OC (centres undefined)	-1.8	-13	-0.3	-17	-0.1	-30	-10	-19	1
CCCCOC(=S)NC(=O)c1sc2ccccc2c1Cl	-2.3	-5	0.0	-16	0.7	34	-5	-5	3

(cont.)
SMILES	TNF death inh	EBV gp42 block	TRPN1 ag	Mdm2 ligase inh	TRPML3 agonist	CHOP inhibitor	PPC-1+TRAIL kill	NCF1 inh	Runt-SMMHC FRET
O=C(NNS(=O)(=O)c1ccccc1)c1cccs1	0.6	-6	-0.8	-14	1.1	11	-3	-5	0
CN=C1NN=C(c2cc(C)n(-c3c(C)n(C)n(-c4ccccc4)c3=O)c2C)CS1	1.4	-10	2.3	-3	1.9	33	25	-9	-3
COc1ccc(C(=O)N2CCCC(c3ccccc3)=N2)cc1	-0.7	2	-1.5	-5	-0.3	-1	7	1	0
COc1ccccc1N1CCN(C(=O)c2oc3cc(C)cc(C)c3c2C)CC1	-0.8	15	-1.5	-11	-1.1	62	-1	-11	2
C/C(=N\Nc1cccc2cccnc12)c1ccccc1O	1.2	9	0.0	-35	0.7	31	37	-8	-3
O=C(COC(=O)C12CC3CC(CC(O)(C3)C1)C2)N1CCN(S(=O)(=O)c2ccc(Cl)cc2)CC1	-0.9	-23	-0.5	-3	-0.6	5	2	-8	-3
CCC(=O)N1CCC2(CC1)Oc1ccc(Cl)cc1C(=O)C21CC(c2ccc(Cl)cc2)=NO1 (centres undefined)	2.4	-16	.	-5	.	-4	26	-5	-6
O=S(=O)(Nc1ncccn1)c1ccc(NS(=O)(=O)c2cccc(Cl)c2Cl)cc1	-0.8	6	0.8	-12	0.3	0	-12	1	-1
CCN(CC)C(=O)C1CCN(S(=O)(=O)c2cccc3nonc23)CC1	-0.1	-15	-1.0	-3	0.7	-3	9	-6	-6
COc1ccccc1-n1c(SCC(=O)Nc2ccc3c(c2)OCO3)nc2c(c1=O)SCC2	0.1	-8	-0.4	-25	-0.4	67	25	-13	0
CC(=O)Nc1cccc(-c2csc(Nc3ccc(C)cn3)n2)c1	-1.1	10	0.4	-21	-0.9	5	16	-21	-2
Cc1cc(OCC(=O)N2CCOCC2)cc2oc(=O)c3ccccc3c12	-0.3	-4	-0.4	-2	0.4	-2	18	2	-1
CCCN1C2CCCC1CC(NC(=O)C1CCCCC1)C2 (centres undefined)	-0.4	-10	0.1	-21	0.0	2	16	4	-8
Cc1ccc(CN(CCO)CCO)cc1	-0.6	-4	0.6	-7	0.7	10	12	-4	-1
CC(Oc1ccccc1)C(=O)N1CCCc2ccccc21 (centres undefined)	-0.7	-25	-0.8	-3	-0.6	-7	-6	-12	-1
CCCCNC(=O)CCn1c(=O)c2ccccc2n(CC(=O)N2CC(C)CC(C)C2)c1=O (centres undefined)	0.4	-16	-2.5	.	0.4	10	8	-10	2
CN(C)c1ccc(-c2nnn(CC(=O)NCc3ccc4c(c3)OCO4)n2)cc1	-0.4	-7	0.6	-17	-0.4	-20	10	-5	1
CCCCNc1c(N)n(CC(C)C)c(=O)[nH]c1=O	-0.1	27	0.2	-4	0.3	-25	12	-8	11
CCN(CC)C(=O)Oc1ccc(Cl)c2cccnc12	-1.0	-6	-3.0	-11	-0.5	18	-2	-10	-1
Cc1ccc(C(=O)N/C(=C/c2ccc(F)cc2)C(=O)NCc2ccncc2)cc1	2.4	-11	1.9	.	0.2	-21	2	-11	-1
CCC(=O)Nc1ccc(F)c(Cl)c1	-1.0	-7	-0.3	-17	1.1	46	4	-5	0
Cc1ccccc1N(CC(=O)NC(C)(C)C)C(=O)c1ccc(-c2ccccc2)[nH]1	0.2	-12	1.1	-7	0.4	16	17	-5	2
COc1ccc(N/C=C/c2nc(SC)nnc2C)cc1	-3.9	-42	3.6	3	1.4	13	-2	-16	-44
CC(=O)Nc1nc(N)n(-c2ccccc2)n1	0.7	-8	-0.2	-22	0.8	-17	29	-4	-4
COc1ccc(CN2C(=O)c3ccccc3C2=O)cc1C(=O)Nc1ccc(C)cc1C	-0.4	-17	-0.5	14	0.7	22	-4	-6	1

New compounds follow:
SMILES	TNF death inh	EBV gp42 block	TRPN1 ag	Mdm2 ligase inh	TRPML3 agonist	CHOP inhibitor	PPC-1+TRAIL kill	NCF1 inh	Runt-SMMHC FRET
Cc1cccc(NC(=S)Nc2ccc(Br)cc2)c1	-2.8	-9	1.8	3	1.0	47	-3	-9	1
COc1ccc(C(=O)c2nccc3ccccc23)cc1	0.3	-16	-0.5	-5	-1.0	10	-16	-6	0
CCOC(=O)C1=C(C)N=C2SCCC(=O)N2C1c1ccc(C(=O)OC)cc1 (centres undefined)	1.1	6	2.4	-6	1.1	19	7	0	-3
CCN1CCN(C(=O)CS(=O)(=O)Cc2nc(-c3ccc(C)cc3)oc2C)CC1	-2.8	-24	0.7	-5	-0.2	43	13	8	-1
O=[N+]([O-])c1cccnc1NCc1cccs1	-1.6	-9	-0.7	-19	-0.6	-6	1	-5	-1
COc1ccc(-c2ccc(-c3noc(-c4ccccc4)n3)c(OC)n2)cc1	-0.9	-19	-0.1	-25	0.2	-4	10	-44	21
COc1ccc(N2CCN(Cc3ccc(Br)s3)CC2)cc1	1.1	7	0.5	-10	0.0	27	23	9	-4
Fc1ccc2nc(Nc3nc4c(F)cc(F)cc4s3)sc2c1	-0.9	15	-2.1	-10	-0.1	10	12	-36	-7
O=C(Oc1cc(-c2ccccc2)no1)c1ccc(F)cc1	0.5	-14	0.1	-7	1.0	41	8	-5	-1
Cc1ccc(CC2CC(=O)N(c3cc(Cl)ccn3)C2=O)cc1 (centres undefined)	-0.3	-11	-1.4	-10	-0.3	3	10	-17	-2
O=C(Cn1nc(-c2ccccc2)ccc1=O)Nc1ccc(N2CCN(C(=O)c3cccs3)CC2)cc1	2.7	-2	-0.5	-3	0.1	15	19	-14	1
C=CCNC(=S)N1CCN(c2ccc([N+](=O)[O-])cc2)CC1	-0.9	-21	2.8	-17	1.1	9	1	-2	-2
CN1CCN(c2nc(C#N)cc(-c3ccccc3)n2)CC1	-2.1	-12	0.6	-14	0.2	-14	16	-8	-5
Cc1ccc(CCc2nnc(SCC(=O)Nc3cccc(Cl)c3)n2-c2ccccc2)o1	0.4	-11	0.7	3	-0.9	85*	14	-1	2
Cc1nn(C)c(C(=O)N/N=C/c2cc3c(cc2Br)OCO3)c1Br	0.6	4	0.3	0	0.6	23	27	-3	6
Cc1nc2scc(-c3cccs3)c2c(=O)o1	-5.0	-21	0.9	-8	1.1	1	17	-12	-1

6 structures from above, ordered by SMILES length, lowest first.
SMILES	TNF death inh	EBV gp42 block	TRPN1 ag	Mdm2 ligase inh	TRPML3 agonist	CHOP inhibitor	PPC-1+TRAIL kill	NCF1 inh	Runt-SMMHC FRET
Cc1nc2scc(-c3cccs3)c2c(=O)o1	-5.0	-21	0.9	-8	1.1	1	17	-12	-1
Cc1cccc(NC(=S)Nc2ccc(Br)cc2)c1	-2.8	-9	1.8	3	1.0	47	-3	-9	1
O=C(Oc1cc(-c2ccccc2)no1)c1ccc(F)cc1	0.5	-14	0.1	-7	1.0	41	8	-5	-1
Fc1ccc2nc(Nc3nc4c(F)cc(F)cc4s3)sc2c1	-0.9	15	-2.1	-10	-0.1	10	12	-36	-7
Cc1ccc(CCc2nnc(SCC(=O)Nc3cccc(Cl)c3)n2-c2ccccc2)o1	0.4	-11	0.7	3	-0.9	85*	14	-1	2
O=C(Cn1nc(-c2ccccc2)ccc1=O)Nc1ccc(N2CCN(C(=O)c3cccs3)CC2)cc1	2.7	-2	-0.5	-3	0.1	15	19	-14	1

Screening data deposited in PubChem BioAssay by several laboratories.
